PLK1 PBD inh = blocks phosphopeptide binding to human PLK1 polo-box domain; Plk1 PBD binding of FITC phosphopeptide, fluorescence polarization; Potency, µM, inactives show max response, negative = inhibition, most hits filed as inhibitors; 2.8% of 360,000 active; also: potency is read from the fitted curve at half-maximal effect; series mostly up to about 57 µM; % is scaled to controls: 0 for no effect and ±100 for the full control effect; nearly all actives have a fitted effect of over 65% in size
Target sequence (P53350 whole entry, looked up, the tested form may be a part): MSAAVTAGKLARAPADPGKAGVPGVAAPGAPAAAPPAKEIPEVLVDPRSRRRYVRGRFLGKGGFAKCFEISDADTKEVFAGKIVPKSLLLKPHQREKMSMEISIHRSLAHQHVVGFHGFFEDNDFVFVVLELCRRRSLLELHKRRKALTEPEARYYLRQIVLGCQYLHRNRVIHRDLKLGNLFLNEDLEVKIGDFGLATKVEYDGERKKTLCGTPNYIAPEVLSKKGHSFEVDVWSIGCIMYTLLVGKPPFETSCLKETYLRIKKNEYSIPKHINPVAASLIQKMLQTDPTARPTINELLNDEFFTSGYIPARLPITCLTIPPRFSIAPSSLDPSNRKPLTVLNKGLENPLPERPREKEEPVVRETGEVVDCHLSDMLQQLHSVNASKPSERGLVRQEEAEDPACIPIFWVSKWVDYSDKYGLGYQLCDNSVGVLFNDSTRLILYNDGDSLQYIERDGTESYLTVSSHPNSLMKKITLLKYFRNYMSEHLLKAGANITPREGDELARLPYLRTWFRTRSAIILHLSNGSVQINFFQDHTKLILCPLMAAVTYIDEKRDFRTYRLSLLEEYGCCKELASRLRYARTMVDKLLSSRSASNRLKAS
EPAC1 antagonist = EPAC1 (human) antagonism; Potency, µM (series often up to 115 µM), inactives show at the top dose activity change, negative = inhibition, usual class: inhibitors; 0.14% of 360,000 active; O95398; EPAC1 GEF assay, Rap1b-BODIPY-GDP exchange fluorescence;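 also: potency is read from the fitted curve at half-maximal effect; plate controls were vehicle for no effect and positive control for full effect; nearly all actives have a fitted effect of over 50% in size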
WRN helicase inh = inhibitors of human WRN helicase; Q14191; WRN helicase unwinding, fluorescent forked duplex, kinetic; Potency, µM (titrated, usually from 114 µM), without a hit: top-dose activity change, negative = inhibition, most hits filed as inhibitors; 0.46% of 360,000 active; AID 651768; also: potency is read from the fitted curve at half-maximal effect; % is scaled to controls: 0 for no effect and ±100 for the full control effect; nearly all actives have a fitted effect of over 55% in size
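Fluorescence dequenching readout, ex 525 nm/em 598 nm, kinetic mode: forked duplex DNA (100 nM final) with adjacent fluorophore and quencher unwound by WRN (20 nM final) with 2 mM ATP. Compound preincubation 15 min, room temperature.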
IL-2 act = activators of IL-2. IL-2 activation reporter assay, cell-based qHTS; stimulated with anti-CD3/CD4/CD28 beads; in transgenic mouse T cells. activation, % (series mostly up to about 46 µM). 0.065% of 360,000 active; in the data active = activation above about 50%; inconclusive = mostly about 30% to 49%; also: 0% is about no effect
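Unstimulated transgenic mouse T cells; 60-min compound exposure; bead-based TCR/CD4/CD28 stimulation; 18 h culture, 37 degrees C; dual fluorescence (EGFP, DsRed) plate cytometry.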
EPAC1 agonist = agonists of human EPAC1. O95398. EPAC1 agonist qHTS, biochemical assay; response scale: 100% = response to 6.5 mM cAMP. Potency, µM (highest dose often 154 µM), without a hit: at the highest dose activation, hits mostly activators. 0.073% of 360,000 active; also: potency is read from the fitted curve at half-maximal effect; nearly all actives have a fitted effect of over 60% in size
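Nucleotide exchange assay: 100 nM EPAC1 with 250 nM Rap1B loaded with BODIPY-GDP and 50 uM GDP, room temperature. Fluorescence (480/540 nm) read every 5 min for 30 min; signal change normalized to 6.5 mM cAMP as full agonist.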
PI5P4K alpha inh = PI5P4K alpha (human) kinase inhibition | P48426 | PI5P4Kalpha enzyme, ADP-Glo luminescence, 60 min; active compounds read low | max response, % | 1.2% of 330,000 active | AID 652105; active = max response of -50% or lower; inconclusive = between -30% and -50%; inactive = -30% or higher; also: value at the top dose of about 77 µM; % is scaled to controls: 0 for no effect and ±100 for the full control effect
Target sequence (P48426 whole entry, looked up): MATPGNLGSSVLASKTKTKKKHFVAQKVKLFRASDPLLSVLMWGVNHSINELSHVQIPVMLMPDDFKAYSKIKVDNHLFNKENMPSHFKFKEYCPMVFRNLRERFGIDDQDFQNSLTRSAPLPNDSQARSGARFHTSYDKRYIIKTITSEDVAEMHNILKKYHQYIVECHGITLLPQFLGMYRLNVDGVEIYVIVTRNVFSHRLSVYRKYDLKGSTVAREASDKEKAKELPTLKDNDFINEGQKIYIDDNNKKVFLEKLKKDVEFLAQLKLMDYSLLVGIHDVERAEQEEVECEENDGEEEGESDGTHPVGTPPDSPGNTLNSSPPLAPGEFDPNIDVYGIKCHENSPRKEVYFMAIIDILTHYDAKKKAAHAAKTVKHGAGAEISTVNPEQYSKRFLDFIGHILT
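ADP-Glo luminescence end-point after a 60 min room-temperature kinase reaction. PI5P4Kalpha and substrate in HEPES pH 7.4 buffer with EGTA, 0.1% CHAPS and 5% DMSO; ATP at 5 microM final.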
CCT modulator = modulators of cytosolic chaperonin (CCT/TRiC) activity; AID 651819; activity change, % (concentration not given with the values), hits read low; 0.3% of 360,000 active; purified chaperonin ATPase assay, HTRF ADP detection, 30 min; in the data active = activity change below about -30%; also: % is scaled to controls: 0 for no effect and ±100 for the full control effect
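Nucleotide hydrolysis assay: TRiC at 20–40 nM final (set by batch activity) with 10 uM ATP, 30 min at 37 °C, in presence of 76 uM compound. Detection by competitive ADP HTRF, 30 min ambient.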
EPAC2 agonist = activates human EPAC2 exchange factor | 0.079% of 360,000 active | Q8WZA2 | EPAC2 activation, biochemical qHTS; response scale: 100% = 6.5 mM cAMP response | Potency, µM (doses to about 154 µM), inactives show top-dose activation, hits mostly activators; also: potency is read from the fitted curve at half-maximal effect; nearly all actives have a fitted effect of over 50% in size
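Compounds were titrated in qHTS against a Rap1B-BODIPY-GDP (250 nM) complex with EPAC2 (100 nM) and GDP (50 uM). BODIPY-GDP release tracked at 480/540 nm over 30 min at room temperature, normalized to 6.5 mM cAMP.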
* hit, by the source's call; ? = inconclusive; / = not tested or not shown; [ ] = another dose, or the depositor's remark. Unless noted, calls follow the shape of the dose curve; as a rule, active = well fitted curve in the direction sought with a large enough effect; inconclusive = small, poorly fitted or top-dose-only effect, or another doubt; inactive = no such curve, though single readings can be large; an effect the other way counts as inactive or inconclusive. A portion of the library, so the mix of outcomes need not match the whole.

SMILES	PLK1 PBD inh	EPAC1 antagonist	WRN helicase inh	IL-2 act	EPAC1 agonist	PI5P4K alpha inh	CCT modulator	EPAC2 agonist
COc1ccc(CNC(=O)COC(=O)c2c(NC(C)=O)sc(C)c2C)cc1OC	-2%	2%	5%	-3.7	8%	-5	1.3	-3%
COCCn1nnnc1C(c1ccccc1)N1CCN(C)CC1 (configuration not stated)	4%	-4%	-9%	0.0	-2%	2	-1.4	9%
COc1cccc(C(=O)Nc2ccccc2N2CCCC2)c1	-6%	0%	13%	0.0	0%	/	-0.5	7%
COc1ccc(OC)c(C(=O)NC(CC(N)=O)c2ccc(N3CCC(N4CCCCC4)CC3)c([N+](=O)[O-])c2)c1 (configuration not stated)	-7%	-9%	-4%	-0.7	-9%	0	1.2	3%
CN(C)c1cccc(C(=O)NCc2ccc3c(c2)OCO3)c1	-17%	14%	0%	0.8	3%	-4	-40*	10%
O=C(COC(=O)COc1ccccc1)NCc1ccc2c(c1)OCO2	-2%	13%	-14%	-2.3	6%	7	0.4	-7%
Cc1onc(-c2ccccc2)c1C(=O)Nc1nc2c(s1)C(=O)CC(C)(C)C2	-11%	1%	-2%	-1.0	6%	4	-1.8	13%
Cc1ccc(C)c(OCC(=O)Nc2c(C)n(C)n(-c3ccccc3)c2=O)c1	-15%	4%	3%	1.4	4%	4	1.9	5%
CC(C)(C)NC(=O)c1cccc2c1C(=O)c1ccccc1-2	5%	4%	-9%	1.3	2%	5	-0.6	-6%
CCOC(=S)N/C(=N\S(=O)(=O)c1ccc(C)cc1)c1ccccc1	24µM*	-3%	0%	-2.4	4%	/	-1.7	4%
O=C(NCc1ccccc1F)C1CCCN1S(=O)(=O)c1ccc(Cl)cc1 (configuration not stated)	1%	-1%	0%	0.5	-12%	6	-0.1	4%
Cc1csc(NC(=O)c2ccc(S(=O)(=O)N3CCN(C)CC3)cc2)n1	-8%	-23%	7%	0.8	5%	1	-0.1	15%
O=C(NCc1ccc2c(c1)OCO2)c1ccc(CSCc2ccc(Cl)cc2)o1	-11%	-2%	-9%	-2.7	13%	19	-1.0	10%
CCOC(=O)c1cccc(NC(=O)CCn2nnc3ccccc32)c1	-6%	-6%	-6%	-0.9	10%	/	1.7	3%
Cc1ccc(/C=C/c2ccc(=O)n(Cc3ccc(Cl)cc3Cl)n2)cc1	-16%	?	-29%	-0.2	10%	8	-1.8	-8%
COC(=O)c1ccccc1NC(=O)COC(=O)CO/N=C(\C)c1ccc2c(c1)OCO2	7%	5%	-11%	0.4	8%	11	-1.7	9%
CCOC(=O)C1=CCN(S(=O)(=O)c2ccccc2Br)C1c1cccc(Cl)c1 (configuration not stated)	-3%	-19%	-13%	1.3	-6%	10	2.3	10%
CN1CCN(/N=C2/C(=O)Nc3ccc([N+](=O)[O-])cc32)CC1	-11%	-6%	2%	1.2	-5%	0	0.9	9%
O=c1[nH]c(=S)[nH]nc1Cc1ccc(Cl)c(Cl)c1	-20%	-5%	-16%	-0.8	7%	-76*	1.0	2%
N=c1c2c(ncn1CCN1CCOCC1)Oc1ccc3ccccc3c1C2c1ccccc1 (configuration not stated)	-7%	2%	4%	-0.4	11%	3	-1.4	12%

Reprinted from the entries so far, four compounds:
SMILES	PLK1 PBD inh	EPAC1 antagonist	WRN helicase inh	IL-2 act	EPAC1 agonist	PI5P4K alpha inh	CCT modulator	EPAC2 agonist
COc1ccc(CNC(=O)COC(=O)c2c(NC(C)=O)sc(C)c2C)cc1OC	-2%	2%	5%	-3.7	8%	-5	1.3	-3%
COCCn1nnnc1C(c1ccccc1)N1CCN(C)CC1 (configuration not stated)	4%	-4%	-9%	0.0	-2%	2	-1.4	9%
COc1cccc(C(=O)Nc2ccccc2N2CCCC2)c1	-6%	0%	13%	0.0	0%	/	-0.5	7%
COc1ccc(OC)c(C(=O)NC(CC(N)=O)c2ccc(N3CCC(N4CCCCC4)CC3)c([N+](=O)[O-])c2)c1 (configuration not stated)	-7%	-9%	-4%	-0.7	-9%	0	1.2	3%

Other compounds follow.
SMILES	PLK1 PBD inh	EPAC1 antagonist	WRN helicase inh	IL-2 act	EPAC1 agonist	PI5P4K alpha inh	CCT modulator	EPAC2 agonist
CCOC(=O)c1cc2occc2n1CC(=O)N1CCCc2ccccc21	-1%	-25%	-11%	0.3	-4%	-8	-0.5	1%
CN(c1ccccc1)S(=O)(=O)c1cccc2ccccc12	0%	-12%	3%	-0.2	3%	-7	0.4	15%
COC(=O)c1ccc(NS(=O)(=O)N(C)C)cc1	-8%	14%	-3%	-3.1	5%	-1	-1.0	7%
COc1cccc(C(c2nnnn2CCc2ccccc2)N2CCN(c3ccccc3)CC2)c1OC (configuration not stated)	30µM*	0%	-8%	-0.8	2%	5	1.6	12%
CC(=O)c1ccc(N2CCN(S(=O)(=O)c3ccc4c(c3)CC(C)N4C(C)=O)CC2)cc1 (configuration not stated)	-12%	?	-11%	-5.2	-10%	0	-3.1	0%
CN(C)NC(=O)c1ccsc1NC(=O)c1ccc(S(=O)(=O)N2CCCC2)cc1	-5%	-7%	-6%	-2.7	2%	2	0.8	-3%
Cc1ccc(C(C)(C)NC(=O)C2CCC(=O)N(CC3CCCCC3)C2)cc1 (configuration not stated)	27µM*	1%	-5%	-1.4	-2%	0	0.9	1%
COc1c(C)cc(S(=O)(=O)N2CCOCC2)c(C)c1C	2%	4%	9%	-0.3	-1%	2	-5.2	15%
COc1cc(C(=O)NCC(=O)OCc2cc(=O)oc3c(C)c(C)ccc23)cc(OC)c1OC	-7%	-26%	6%	-0.5	7%	7	-7.4	15%
COc1ccc(NC(=O)C2CCCN(c3cnccn3)C2)cc1 (configuration not stated)	4%	3%	-2%	0.4	-11%	-2	1.5	-3%
COc1ccc(-c2csc(N)n2)cc1	1%	0%	0%	0.6	-9%	-4	-1.1	1%
CCOc1ccc(C(=O)NNC(=O)CCNC(=O)c2ccco2)cc1OC	1%	7%	1%	2.6	6%	-1	-13	-1%
CCOC(=O)N1CCN(C(=O)CN(c2cccc(C(F)(F)F)c2)S(=O)(=O)c2ccccc2)CC1	-6%	-2%	-8%[57.1 µM]	-5.2	6%	/	-1.0	-2%
O=C(NC1CCCCC1)C(c1ccco1)N(Cc1cccs1)C(=O)Cn1nnc2ccccc21 (configuration not stated)	-8%	21%	3%	-3.4	-1%	/	1.4	0%
CCOc1cc(N2CCOCC2)c(OCC)cc1NC(=O)c1ccc(OC(C)C)cc1	-8%	-11%	5%	2.6	-3%	1	-4.6	11%
OCC[C@@H]1C[C@H](O)[C@@H](O)[C@]2(OCc3cc(C(F)(F)F)ccc32)O1	-12%	-3%	6%	0.5	1%	-3	-1.7	8%
Ic1ccc(N2CCN(Cc3c[nH]c4ncccc34)CC2)cc1	-13%	-13%	-6%[11.6 µM]	0.0	-12%	-12	-1.3	10%
CC(=O)N(C)c1ccc(N=Cc2c(O)ccc3ccccc23)cc1	-13%	-11%	-2%	-2.9	-7%	1	-3.6	5%
O=S(=O)(c1cccc2nsnc12)N1CCNCC1	2%	11%	10%	1.5	6%	1	-0.9	5%
COc1cc(C)ccc1OCCOCCOc1ccccc1[N+](=O)[O-]	-8%	1%	-32%[57.1 µM]	4.5	13%	7	1.6	15%
Cc1ccc(NS(=O)(=O)c2cccc3nsnc23)cc1C	-12%	-14%	6%	-1.2	8%	-10	-3.3	19%
CC1(C)NC(=O)N(Cc2cc(=O)n3ccsc3n2)C1=O	-15%	0%	-14%	-1.4	11%	-16	-0.8	15%
CCC(C(=O)NCCc1ccco1)n1nc(C)c2c(C)n(-c3ccccc3)nc2c1=O (configuration not stated)	-14%	5%	-11%	-5.2	10%	-2	-0.5	7%
COc1ccccc1CC1(C)NC(=O)N(CC(=O)N2CCc3ccccc3C2)C1=O (configuration not stated)	1%	0%	2%	-3.2	7%	/	-1.6	8%
COc1cccc(C(C(=O)NC2CCCC2)N(C(=O)c2ccco2)c2ccc(C(C)=O)cc2)c1OC (configuration not stated)	6%	6%	8%	-1.7	-1%	0	0.0	-5%
COCCN(C(=O)Cc1cccs1)C(C(=O)NC1CCCC1)c1cc(OC)c(OC)c(OC)c1 (configuration not stated)	-9%	4%	14%	-3.4	-1%	2	-2.5	16%
O=C(NC(=O)c1ccccc1)Nc1ccccc1	-1%	2%	-4%	3.1	4%	0	1.6	2%
CC(O)[C@H](NC(=O)C1(c2ccccc2)CCN(C(=O)OC(C)(C)C)CC1)C(=O)O (some centres not stated)	-25%	6%	8%	-1.6	-6%	-7	-0.8	-8%
CCC(=O)N(C1=C(NC)C(=O)c2ccccc2C1=O)C(C)C	2%	-6%	6%	-1.0	1%	6	-3.5	3%
Cc1nn(C)cc1/C=N/NC(=O)c1ccco1	-11%	6%	1%	0.2	9%	-1	-7.2	13%
COc1ccc(-c2noc(CSc3ccccc3)n2)cc1OC	-8%	-6%	-4%	-0.9	12%	7	-1.2	13%
O=C(CSc1nnnn1-c1ccc2c(c1)OCCO2)OC1CCCCC1	-10%	-12%	-10%	-0.1	10%	2	-0.5	9%
CC(C)C1CCN(C(=O)C2CCC(=O)N(C3CCCCCC3)C2)CC1 (configuration not stated)	1%	6%	17%	-0.4	-6%	-3	-6.7	9%
CC(=O)N1CC2(CC(c3ccccc3C(F)(F)F)=NO2)CN1c1ccc(Cl)cc1 (configuration not stated)	-2%	13%	-4%	-1.1	-4%	0	-0.4	-1%
CCOC(=O)C1c2cccc(O)c2CCN1C(C)=O (configuration not stated)	-10%	8%	0%	-0.7	5%	-20	-0.1	7%
O=C(O)CCCN1C(=O)C(=O)/C(=C(/O)c2ccc(Cl)cc2)C1c1ccccc1 (configuration not stated)	-30%	-3%	2%	-2.5	-1%	-12	0.3	-5%
NC(=S)Nc1cc(Cl)ccc1Cl	-11%	-10%	6%	-1.2	-1%	1	-3.8	0%
O=C(NCCc1ccccc1)c1ccccc1Cl	-5%	-5%	1%	0.1	-1%	3	1.5	13%
COCc1cc(=O)[nH]c(-c2ccc(C(F)(F)F)cc2)n1	-4%	?	-5%	1.1	1%	11	1.7	12%
CC(C)(CNC(=O)c1ccc(-c2ccccc2Cl)o1)N1CCOCC1	-8%	-4%	-10%	1.0	10%	3	0.4	21%
CC1CCCC(NC(=O)CSc2nccn2C)C1C (configuration not stated)	-2%	8%	-5%	-0.2	-5%	-2	-1.7	-7%

Bioassay records: PubChem BioAssay, National Center for Advancing Translational Sciences (NCATS)
